PRMT1 FP inh – inhibitors of human PRMT1. AID 652257. inhibition, % at 2.79 µM. recombinant PRMT1, activity-based probe fluorescence polarization. hit rate 1.3% among 370,000. Q99873;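 active means inhibition above about 21% made by adding two undisclosed values, limit read from the data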
Target sequence (Q99873 whole entry, looked up): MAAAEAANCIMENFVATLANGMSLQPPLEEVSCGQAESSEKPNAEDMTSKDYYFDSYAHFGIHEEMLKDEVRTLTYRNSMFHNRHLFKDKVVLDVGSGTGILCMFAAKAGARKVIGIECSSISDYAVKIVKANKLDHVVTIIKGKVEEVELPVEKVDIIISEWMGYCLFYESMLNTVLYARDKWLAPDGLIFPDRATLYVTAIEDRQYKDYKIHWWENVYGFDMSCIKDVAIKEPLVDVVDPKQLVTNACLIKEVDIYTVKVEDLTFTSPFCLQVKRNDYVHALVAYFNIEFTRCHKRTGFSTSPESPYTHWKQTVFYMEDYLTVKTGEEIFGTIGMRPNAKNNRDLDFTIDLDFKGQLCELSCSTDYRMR
mABHD4 FP – inhibits mouse alpha/beta hydrolase domain 4 | Q8VD66 | purified mABHD4, FP-Rh probe fluorescence polarization | inhibition, % at 8.92 µM | hit rate 0.54% among 370,000 | AID 720543;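 active means inhibition exceeding the mean over every tested compound plus 3 SD, cut at about 30% in these data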;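 further: 0% = plate median of compound wells and 100% = S159A mutant with DMSO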
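system = mouse ABHD4 enzyme, wild type | medium = HEPES pH 7.0, NaCl, Pluronic buffer | also added = FP-Rh probe | incubation = Enzyme–compound pre-incubation 45 min, then probe 60 min, both 25 °C | technique = fluorescence polarization, excitation 525 nm, emission 598 nm, BODIPY TMR filters | controls = S159A mutant high control, sample median low control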
TCR-CD3 inh – blocks the human TCR-CD3 interaction; TAMRA-labeled TCR probe fluorescence, biochemical; inhibition, % at 9.4 µM; hit rate 0.37% among 360,000; AID 651800; in the data active means inhibition above about 19%;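 further: recombinant mutant TCR 2C K166C tagged with TAMRA read by polarization; 0% = receptor in buffer alone and 100% = receptor with positive control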
Tn7 DDE FP – inhibitors of Tn7 peptide binding to human fibrin DD(E) | P02675 | FP displacement of FITC-Tn7 peptide from fibrin DD(E); 0% = median of compound wells per plate | inhibition, % at 8.3 µM | hit rate 0.13% among 370,000 | AID 720508;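 active means inhibition above the mean of compounds falling within the control limits plus 3 SD of them, cut at about 14% in these data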;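 further: 0% = plate median of compound wells and 100% = 10 µM Aha-Tn7 peptide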
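Assay system: Human clot-derived fibrin DD(E) complex | Buffer or medium: Tris/NaCl/CaCl2 buffer, pH 7.8 | Repeats: One replicate per compound | Benchmarks: Aha-Tn7 high control | Measure: % inhibition scaled between sample-field median and high-control FP | Schedule: 10 min plus 3 h, room temperature | Signal: Fluorescence polarization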
HTRA1 inhibitor – inhibitors of human serine peptidase HTRA1; recombinant HTRA1, FP-rhodamine activity-based probe, fluorescence polarization; Q92743; hit rate 0.5% among 340,000; inhibition, % at 5.96 µM; AID 504803; in the data active means inhibition above about 36%;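 further: 0% = enzyme with DMSO and 100% = wells lacking enzyme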
Target sequence (Q92743 whole entry, looked up): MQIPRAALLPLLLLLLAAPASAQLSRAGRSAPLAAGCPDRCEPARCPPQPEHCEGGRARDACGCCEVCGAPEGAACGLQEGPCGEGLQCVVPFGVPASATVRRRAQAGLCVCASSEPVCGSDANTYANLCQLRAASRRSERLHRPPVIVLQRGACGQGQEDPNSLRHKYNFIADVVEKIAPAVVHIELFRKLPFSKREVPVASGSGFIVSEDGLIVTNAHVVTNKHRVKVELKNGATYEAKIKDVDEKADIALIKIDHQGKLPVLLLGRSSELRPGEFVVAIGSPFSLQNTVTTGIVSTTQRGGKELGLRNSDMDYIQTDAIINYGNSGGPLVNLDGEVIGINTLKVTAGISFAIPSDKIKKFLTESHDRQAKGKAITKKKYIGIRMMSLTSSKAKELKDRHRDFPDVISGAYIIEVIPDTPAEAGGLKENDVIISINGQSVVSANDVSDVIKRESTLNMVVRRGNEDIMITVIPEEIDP
LEDGF integ inh – blocks HIV-1 LEDGF/p75-dependent DNA integration | AID 743269 | inhibition, % at 3.7 µM | hit rate 0.64% among 370,000 | TR-FRET IN-LEDGF/p75 DNA integration, Eu/Cy5;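 active means inhibition above the screen-wide mean plus 3 SD, cut at about 13% in these data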;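 further: signal is the Cy5 over europium emission ratio at 671 and 618 nm; 0% = plate median of compound wells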
UHRF1 binding – blocks human UHRF1 binding to methylated DNA; Q96T88; UHRF1 binding to methylated oligo, TR-FRET; inhibition, % at 4.4 µM; hit rate 0.75% among 370,000; AID 687016; in the data active means inhibition above about 21%;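 further: UHRF1 SRA domain binding a hemimethylated CpG hairpin DNA probe; 0% = median of test compound wells and 100% = reference inhibitor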
TDP2 inh – blocks human TDP2 phosphodiesterase activity. O95551. recombinant TDP2, T5PNP hydrolysis, p-nitrophenol absorbance 415 nm. inhibition, % at 12.8 µM. hit rate 0.34% among 370,000;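 active means inhibition above the mean of all tested compounds plus 3 SD, set per campaign, cut at about 25% in these data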;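 further: 0% = DMSO with enzyme and 100% = buffer with substrate but no TDP2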
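Test system: Human TDP2 enzyme | Reagent: 5 mM T5PNP | Compound dosing: 12.8 µM single point, 1% DMSO | Incubation: Enzyme reaction with compound for 2 h at 37 °C | Technique: p-Nitrophenol epi absorbance | Read-out: % inhibition relative to enzyme-containing and enzyme-free wells | Benchmarks: High control without enzyme, low control DMSO plus TDP2 | Replicates: Singlicate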
SIAE inh – human SIAE inhibition, primary screen; Q9HAT2; SIAE FP-Rh probe binding, fluorescence polarization; inhibition, % at 9.66 µM; hit rate 0.69% among 370,000;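 active means inhibition above a cutoff: mean of compounds within the control limits plus 3 SD of those, cut at about 17% in these data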;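 further: 0% = plate median of compound wells and 100% = probe without SIAE protein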
PG9 Ab binder – small molecules binding HIV-1 gp120 antibody PG9; TR-FRET gp120-PG9 antibody binding; hit rate 0.43% among 360,000; AID 624416; inhibition, % at 6.7 µM; in the data active means inhibition above about 8.5%
Numbers without * were called inactive; . = no result given.

SMILES	PRMT1 FP inh	mABHD4 FP	TCR-CD3 inh	Tn7 DDE FP	HTRA1 inhibitor	LEDGF integ inh	UHRF1 binding	TDP2 inh	SIAE inh	PG9 Ab binder
CC(C=Cc1ccccc1)=NNS(=O)(=O)c1ccc([N+](=O)[O-])cc1	4	-5	2	1	6	-3	2	9	4	3.1
Cc1ccccc1N1CCN(S(=O)(=O)c2nnc(NC(=O)CC(C)C)s2)CC1	0	0	0	4	-2	1	0	1	4	1.1
c1nc2ccc(Cc3ccc4nc[nH]c4c3)cc2[nH]1	-2	-1	-8	1	3	6	3	-20	-1	-1.7
CCOc1ccc(N(CC(=O)NC2CCCC2)C(=O)CCC(=O)Nc2nc(C)cs2)cc1	2	2	5	0	5	2	0	8	5	-1.2
O=C(NCCCN1CCCC1=O)Nc1cc(Cl)ccc1Cl	-3	-4	6	0	2	-2	-2	0	2	0.9
O=C(NCC1CCN(S(=O)(=O)c2ccccc2)CC1)Nc1ccc(F)cc1F	5	-2	-4	3	0	1	5	-3	-3	0.0
CCN(CC(=O)Nc1ccc(S(=O)(=O)N2CCCC2)cc1)Cc1ccccc1	0	2	8	-2	-10	2	-1	-11	-8	-1.8
CC(=O)Nc1nc(-c2ccc(Br)s2)cs1	1	-2	8	7	6	-1	15	4	-3	-1.7
CCn1cc(C(=O)NCCCOC)c(=O)c2cc(S(=O)(=O)N(C)C)ccc21	0	2	10	-3	3	4	0	1	-1	1.1
CCOc1ccc(OCCCC(=O)N2CCN(S(=O)(=O)c3ccc(Cl)cc3)CC2)cc1	5	14	-2	2	-3	32*	0	1	4	3.1
CCN(CC)S(=O)(=O)c1cccc(NC(=O)Nc2cccc(C(F)(F)F)c2)c1	-2	-132	24*	-3	-125	0	1	-5	-215	-2.0
COC(=O)CSc1nnc(CNS(=O)(=O)c2ccc(Cl)cc2)n1C	-1	0	1	-1	3	-1	0	-5	6	0.8
CN(CC(=O)Nc1ccc(S(=O)(=O)N2CCCC2)cc1)Cc1ccc(Cl)cc1Cl	-1	-18	2	-3	-28	0	-3	8	-2	0.6
CC(=O)Nc1c(-c2ccccc2)nc2cc(C)ccn12	-2	5	-2	5	-1	-4	-1	3	-2	-1.8
CCN1C(=O)/C(=C/c2ccc(C)s2)NC1=S	0	0	-5	6	-3	-6	-4	-32	-4	-12
NC(=O)CNC1CC(=O)N(CCc2ccccc2)C1=O (stereo not given)	6	6	8	5	-2	1	4	-10	-2	-1.0
COc1cc(/C=C/C(=O)O)cc(S(=O)(=O)N2CCc3ccccc32)c1OC	-3	4	-1	-1	-2	3	-3	7	19*	-0.7
COc1ccc(Cl)cc1S(=O)(=O)N1CCCC(C(=O)NCC(N)=O)C1 (stereo not given)	2	-4	-5	1	0	0	3	-4	3	2.8
CCCCCCC(=O)n1ccc2ccc(-c3ccc4ccn(Cc5ccc(OC)cc5)c4c3)cc21	4	2	.	1	.	-5	1	9	-7	.
Cc1ccc(C(C(=O)NC(C)(C)C)N(Cc2ccco2)C(=O)Cn2nnc(-c3cccs3)n2)cc1 (stereo not given)	4	-7	-3	4	-14	0	1	-2	0	-1.1
COc1ccc(-c2nnc3sc(-c4ccco4)nn23)cc1OC	0	4	4	4	-5	-3	-5	-12	-5	-0.4
COc1cc(/C=C2\C=CC(=O)O2)cc(OC)c1	3	-1	-6	3	-19	3	-3	-4	-3	-0.8
CCOC(=O)c1cnc2nc(SCc3ccccc3Cl)[nH]n2c1=O	-1	-10	5	-3	.	2	-5	6	8	-1.5
O=[N+]([O-])c1ccc(OCCOCCOc2ccc([N+](=O)[O-])cc2)cc1	-3	1	10	-2	2	0	1	-3	1	1.5
COCCNC(=O)[C@H](C)[C@H]1C[C@]1(C)[C@H](NC(=O)OCc1ccccc1)c1ccccc1	1	-5	5	3	1	0	-4	10	-1	-0.5
Cc1cc(C)c(S(=O)(=O)NNC(=O)C2CCN(Cc3ccccc3)CC2)c(C)c1	1	6	2	6	7	-3	1	1	-10	-1.4
CCCCCn1cnc2sc(-c3ccccc3)cc2c1=O	-3	-2	4	-6	-3	0	-1	-4	-4	0.4
COc1ccc(S(=O)(=O)Nc2cccc(-c3ccc4nncn4n3)c2)cc1F	2	-6	3	-6	1	0	1	-4	6	-1.5
Cc1ccccc1-n1c(SCC(=O)Nc2ccc3c(c2)OCO3)nnc1-c1ccccn1	4	0	-4	-8	3	4	6	-8	2	0.6
COc1ccc(NC(=O)c2ccc3nccnc3c2)cc1	-1	1	6	10	3	1	2	9	-5	-0.9

The closing 3 compounds of the section above are carried over, then new ones follow.
SMILES	PRMT1 FP inh	mABHD4 FP	TCR-CD3 inh	Tn7 DDE FP	HTRA1 inhibitor	LEDGF integ inh	UHRF1 binding	TDP2 inh	SIAE inh	PG9 Ab binder
COc1ccc(S(=O)(=O)Nc2cccc(-c3ccc4nncn4n3)c2)cc1F	2	-6	3	-6	1	0	1	-4	6	-1.5
Cc1ccccc1-n1c(SCC(=O)Nc2ccc3c(c2)OCO3)nnc1-c1ccccn1	4	0	-4	-8	3	4	6	-8	2	0.6
COc1ccc(NC(=O)c2ccc3nccnc3c2)cc1	-1	1	6	10	3	1	2	9	-5	-0.9
CN(C)CCNC(=O)c1cc(Br)ccc1Cl	0	-12	0	-2	6	-2	-3	11	0	0.4
CC1Oc2ccccc2C=C1/C=C1/SC(N2CCOCC2)=NC1=O (stereo not given)	2	5	2	-7	4	0	-1	-21	-2	-3.1
Cc1ccc(C2=NC3(CCCCC3)N=C2SCC(=O)Nc2ccc3c(c2)OCCO3)cc1	-1	-2	8	-7	1	4	-2	-3	3	-1.7
O=C(N/N=C/C(Cl)=C/c1ccccc1)c1ccccn1	-1	2	-5	-3	7	-1	-4	10	-3	-0.4
Nc1nc2n[nH]nc2c(=O)[nH]1	-4	1	6	4	0	5	-1	9	5	0.0
O=C(O)c1ccccc1C(=O)N1CCN(c2cccc(Cl)c2)CC1	-2	1	1	3	4	-2	-1	5	12	-0.8
COc1ccc(-n2cnc3sccc3c2=O)cc1	-2	6	-2	1	-3	-1	1	6	8	-2.1
CCC(c1nnnn1-c1c(C)cccc1C)N1CCN(C/C=C/c2ccccc2)CC1 (stereo not given)	1	11	-10	0	.	-2	-2	0	0	-1.5
Cc1nnc2n1CCCCC2	-4	-8	-1	-5	1	0	3	-24	-6	-1.1
CCCCNC(=O)C1c2cc(OC)c(OC)cc2C(=O)N(C)C1c1ccc(OC)cc1 (stereo not given)	3	-9	-4	6	3	4	2	4	0	1.9
O=C(/C=C/c1ccccc1[N+](=O)[O-])c1ccc(F)cc1	1	4	-6	-4	-1	-8	1	-10	-6	0.0
Cc1ccc([C@H]2C[C@H](n3cc(COC(=O)c4ccccc4)nn3)[C@@H](O)CN2C(=O)c2cccs2)cc1	0	-7	-3	-2	-9	-3	2	1	-4	-1.1
Cc1nn(-c2cc(N3CCNCC3)ccc2[N+](=O)[O-])c(=O)c2ccccc12	-4	-2	8	0	3	0	-2	6	-3	1.7
C/C(=N\NC(=O)c1ccc(C)cc1C)c1ccc2c(c1)Nc1ccccc1S2	3	9	-2	2	35	-4	-4	-11	17	-4.8
CC(C)CC(=O)NC1(C(F)(F)F)C(=O)N(Cc2ccccc2)C2=C1C(=O)CC(C)(C)C2 (stereo not given)	1	-7	-2	7	1	0	1	-5	0	2.3
O=C1CC(c2ccc3c(c2)OCO3)C2=C(CCCC2=O)N1 (stereo not given)	-1	4	2	-2	5	2	3	-10	6	0.2
O=C(NC(=S)Nc1cccc2cccnc12)c1cccs1	-3	0	-8	-3	-10	2	-4	11	-1	-1.8
CCOc1ccc(NC(=O)C2CCCN(C)C2)cc1 (stereo not given)	-2	1	3	-3	-2	2	-3	7	-11	0.4
C/C=C/Cn1c(SCc2ccc(Cl)cc2)nc2c1c(=O)[nH]c(=O)n2C	4	2	3	-3	-6	1	-1	-1	-7	-0.6
COc1ccc(NC(=O)c2ccc(CN(c3cc(Cl)ccc3C)S(=O)(=O)c3ccccc3)cc2)cc1OC	-1	2	6	-5	0	1	-1	4	4	0.0
COc1ccc(CN2CCNC(=O)C2CC(=O)NC2CCCC2)cc1OC (stereo not given)	3	-1	-4	-2	3	-7	3	1	-2	-0.9
C/C(=N\NC(=S)NC(C)C)c1ccco1	-5	4	0	0	-2	4	-4	-12	1	-1.2
NC(=O)c1ccc(-n2nnnc2SCC(=O)NC2CCCCC2)cc1	4	7	-4	6	1	-3	3	2	1	-3.4
CCN(CC)CC(=O)Nc1scc2c1c(=O)oc1ccccc12	0	3	4	0	-7	-3	-1	6	-1	1.0
CCc1nnc(NC(=O)CSc2nc3c(C)cccc3[nH]2)s1	2	7	-4	-7	-1	0	3	8	-4	-0.1
COc1ccc(CNC(=O)CN2CCC(NC(=O)c3ccc(OC)cc3)CC2)cc1	2	-1	-5	3	-1	-2	1	10	-9	-1.0
COc1cccc(-c2nc(Cl)nc3cc(Cl)ccc23)c1	0	4	8	2	.	6	16	5	-4	-0.1
CC(C)(C)Nc1nc(-c2ccc3c(c2)CCN3C(=O)C2CC2)cs1	6	11	2	-7	6	2	-1	0	15	-0.7
CCCCN(CCCC)c1nc(OC)nc(-n2nnc(C(C)=O)c2C)n1	-1	-10	1	3	-30	0	1	-14	7	1.2
O=C(Nc1ccc([N+](=O)[O-])cc1)OC1CCS(=O)(=O)C1 (stereo not given)	-1	3	-4	-4	.	-1	-4	8	4	-0.4
COc1cccc(NC(=O)Nc2nnc(COCCO)s2)c1	4	-14	-1	3	.	-3	3	-8	1	1.0
O=C(O)/C=C\C(=O)Nc1ccccc1F	4	-4	1	2	4	0	0	9	8	-0.8
O=C(COC(=O)c1cc(Cl)ccc1O)NNC(=O)c1ccc([N+](=O)[O-])cc1	-1	6	2	0	-1	-2	1	3	4	-0.3
O=C1CCC/C1=C/Nc1ccc(Cl)cc1	1	-2	-6	1	6	0	0	-2	-3	-0.8
Cn1c(=O)c2cc(S(=O)(=O)Nc3cccc(F)c3)ccc2n(C)c1=O	1	6	0	3	1	-2	3	-2	-5	-0.9
CCOc1ccccc1NC(=O)CN(c1ccc(Cl)cc1)S(C)(=O)=O	1	-7	4	0	-11	6	-1	-1	-1	-0.8
Cc1ccc(C)c(S(=O)(=O)NC2CCSC2=O)c1 (stereo not given)	3	4	-2	3	1	0	0	8	1	0.8
Cc1onc(-c2c(F)cccc2Cl)c1C(=O)N=C(N)N1CC(C)OC(C)C1 (stereo not given)	-1	3	3	2	-2	-3	2	7	-4	-0.6
